Screens as filed in PubChem BioAssay.
KLK5 inh: inhibitors of human kallikrein 5; actives 0.59% (n = 210,000); inhibition, % at 5 µM; AID 873; recombinant hK5, fluorogenic AMC substrate cleavage;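 active = inhibition of 40% or more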;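 also: 0% = enzyme controls without compound and 100% = no-enzyme blanks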
Target sequence (Q9Y337 67-293 limits assumed): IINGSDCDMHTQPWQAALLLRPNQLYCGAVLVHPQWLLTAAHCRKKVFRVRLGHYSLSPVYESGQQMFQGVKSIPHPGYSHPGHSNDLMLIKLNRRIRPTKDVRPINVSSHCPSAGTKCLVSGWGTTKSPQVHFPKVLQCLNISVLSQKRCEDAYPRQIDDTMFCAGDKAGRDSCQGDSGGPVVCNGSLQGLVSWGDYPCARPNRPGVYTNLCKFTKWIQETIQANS
Runt-SMMHC FRET: Runt domain-CBFb-SMMHC interaction inhibition. Q01196+Q13951. Cerulean-Runt/Venus-CBFb-SMMHC FRET ratio 530/480, 1 h. inhibition, % at 20 µM. actives 0.74% (n = 220,000). AID 1434;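 active = mean inhibition across duplicate retests at 20 µM reaching about 50%, limit read from the data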;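 also: 0% = DMSO wells and 100% = wells with excess untagged CBFb-SMMHC; inhibitors lower the FRET ratio by blocking Runt binding to CBFb-SMMHC; some results filed as inactive read as strong as hits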
Wee1 degr inh: human Wee1 degradation inhibition, primary screen; HeLa Luc-Wee1K328M stability, luciferase luminescence; 100% = proteasome inhibitor MG132 effect; reporter increase, % at 5 µM; AID 1321; actives 1.2% (n = 220,000);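 active = activation above the mean of all tested compounds plus 3 SD, set per screening run, cut at about 8.8% in these data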;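 also: cells exposed to compound for 20 h before luminescence read; 0% = DMSO alone and 100% = MG132 at 30 µM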
Target sequence (P30291 whole entry K328M): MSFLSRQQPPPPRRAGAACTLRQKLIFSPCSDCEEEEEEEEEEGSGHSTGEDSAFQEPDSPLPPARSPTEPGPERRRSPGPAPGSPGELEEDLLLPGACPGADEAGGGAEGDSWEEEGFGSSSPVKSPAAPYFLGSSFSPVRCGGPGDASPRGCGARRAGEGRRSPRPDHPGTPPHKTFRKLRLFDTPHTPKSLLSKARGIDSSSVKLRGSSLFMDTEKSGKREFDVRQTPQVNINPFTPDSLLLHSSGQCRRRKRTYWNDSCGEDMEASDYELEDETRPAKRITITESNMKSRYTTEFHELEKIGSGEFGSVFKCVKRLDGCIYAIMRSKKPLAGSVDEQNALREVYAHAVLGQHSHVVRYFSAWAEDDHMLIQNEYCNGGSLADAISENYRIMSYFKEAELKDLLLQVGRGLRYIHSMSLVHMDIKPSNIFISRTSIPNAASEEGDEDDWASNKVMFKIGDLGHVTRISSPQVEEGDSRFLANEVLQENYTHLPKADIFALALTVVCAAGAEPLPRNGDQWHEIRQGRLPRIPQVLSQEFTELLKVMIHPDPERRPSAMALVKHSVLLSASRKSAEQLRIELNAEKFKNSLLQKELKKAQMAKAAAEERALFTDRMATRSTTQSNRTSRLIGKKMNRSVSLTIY
Runt-CBFb FRET: Runt domain-CBFb interaction inhibition; Q01196+Q13951; Cerulean-Runt/Venus-CBFb FRET ratio 530/480, 1 h; inhibition, % at 20 µM; actives 0.46% (n = 220,000); AID 1496;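 active = inhibition over about 50% at 20 µM in the single-dose screen, limit read from the data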;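 also: 0% = DMSO wells and 100% = excess unlabeled CBFb competitor control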
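Measured by: fluorescence energy transfer, 422 nm excitation, 530/480 nm emission; Assay system: Cerulean-Runt domain; Medium: Tris pH 7.5 buffer with BSA; Measure: loss of energy transfer signal; Controls: 5 µM unlabeled CBFb as full-inhibition high control; Incubation: protein complex preformed 1 h, compound exposure 1 h, room temperature, dark.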
14-3-3 Bad PPI: disrupts binding of bovine 14-3-3 zeta to phospho-Bad peptide; AID 781; inhibition, % at 21.7 µM; P63103; actives 0.71% (n = 220,000); TR-FRET 14-3-3zeta/Dy647-pBad peptide displacement, 1 h;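 active = inhibition above about 70%, limit read from the data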;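 also: 0% = full 14-3-3 plus peptide FRET controls and 100% = background without 14-3-3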
Target sequence (P63103 whole entry, looked up): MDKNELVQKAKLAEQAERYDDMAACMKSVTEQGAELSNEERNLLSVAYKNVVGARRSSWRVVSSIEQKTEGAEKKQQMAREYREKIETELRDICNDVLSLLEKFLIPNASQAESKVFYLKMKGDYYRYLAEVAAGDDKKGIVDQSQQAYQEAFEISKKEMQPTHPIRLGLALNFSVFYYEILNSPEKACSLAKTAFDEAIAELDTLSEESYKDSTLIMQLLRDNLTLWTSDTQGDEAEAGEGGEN
FXIa inh: factor XIa (human) inhibition | P03951 | purified FXIa, Boc-Glu-Ala-Arg-AMC fluorogenic substrate | inhibition, % at 5 µM | actives 0.14% (n = 220,000) | AID 798;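 active = inhibition of at least 40%; inactive = inhibition below 40%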;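 also: fluorescence of freed AMC excited at 355 nm; 0% = enzyme without compound and 100% = no enzyme blank; many of its hits are not listed in these tables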
Thrombin inh: thrombin (human) inhibition. AID 1046. alpha-thrombin, Boc-VPR-AMC fluorogenic substrate cleavage. inhibition, % at 5 µM. actives 0.26% (n = 220,000);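 active = inhibition at or above 40%; inactive = inhibition below 40%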;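 also: 0% = enzyme with no compound and 100% = wells without enzyme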
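Assay system: human alpha-thrombin enzyme. Reagent: Boc-VPR-AMC substrate, 15 µM final. Compound dosing: one concentration per compound, 5 µM, with 0.2% DMSO. Incubation: room-temperature reaction. Technique: AMC fluorescence, 355/460 nm. Measure: % inhibition relative to enzyme controls and enzyme-free blanks.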
FXIIa inh 1536: inhibitors of human coagulation factor XIIa; P00748; purified FXIIa, Boc-QGR-AMC fluorogenic substrate, 2 h; inhibition, % at 5 µM; actives 0.3% (n = 220,000); in the data active = inhibition above about 40%;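 also: 0% = enzyme with no compound and 100% = blank without enzyme; many of its hits are not listed in these tables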
Hck-Nef inh: blocks Nef-activated human Hck kinase; inhibition, % at 20 µM; P08631; actives 0.68% (n = 220,000); Recombinant Hck-YEEI plus Nef, Z-Lyte FRET kinase assay; AID 463187;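 active = Hck-Nef kinase inhibition above about 50%, limit read from the data; inactive = inhibition below that limit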;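 also: 0% = DMSO with Hck plus Nef and 100% = Hck alone without Nef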
* = called active by the depositor; / = no result given; & = joins results of further samples; [ ] = another dose, or the depositor's remark.

KLK5 inh,Runt-SMMHC FRET,Wee1 degr inh,Runt-CBFb FRET,14-3-3 Bad PPI,FXIa inh,Thrombin inh,FXIIa inh 1536,Hck-Nef inh,canonical_smiles
21,-15,0,-3,-5,3,6,14,9,COc1ccc(CNC(=O)c2ccc(N3CCOCC3)c([N+](=O)[O-])c2)cc1
-10,-2,-4,12,6,2,-2,7,1,CCN(CC)CCNc1ccc(CO)c2sc3ccccc3c(=O)c12
-12,3,0,1,3,11,-1,18,4,CCOC(=O)C1C(c2cccc(F)c2)NC(=S)NC1(O)C(F)(F)F (stereo not drawn)
4,1,/,0,-3,4,5,12,32,C/C=C(/C)C(=O)OC1Cc2c(ccc3ccc(=O)oc23)OC1(C)C (stereo not drawn)
-4,19,4,41,-3[fluorescence artefact?],-9,-8,2,2,CCC(=O)OCCNc1cc(Sc2nccn2C)c2nonc2c1[N+](=O)[O-]
-5,-9,0,0,-6,1,0,20,1,COCCn1c(COc2ccc(C)cc2)nc2ccccc21
-12,1,1,-1,-5,5,2,19,12,Cc1ccc(-c2nnc(SCC(=O)O)n2N)cc1
9,0,1,-4,17,-3,5,2,2,CCOC(=O)c1c(NC(=O)CC2SC(N)=NC2=O)sc2c1CCCC2 (stereo not drawn)
-19,-2,0,0,-9,6,0,9,-10,CCOC(=O)Cn1cc(-c2ccccc2)nn1
1,-2,-1,-2,1,0,3,8,15,CC(C)c1cc(C(=O)O)c2cnn(C(C)C)c2n1

One compound at a time (already shown). Order of screens: KLK5 inh, Runt-SMMHC FRET, Wee1 degr inh, Runt-CBFb FRET, 14-3-3 Bad PPI, FXIa inh, Thrombin inh, FXIIa inh 1536, Hck-Nef inh
CCOC(=O)C1C(c2cccc(F)c2)NC(=S)NC1(O)C(F)(F)F (stereo not drawn) reads -12, 3, 0, 1, 3, 11, -1, 18, 4
CCC(=O)OCCNc1cc(Sc2nccn2C)c2nonc2c1[N+](=O)[O-] reads -4, 19, 4, 41, -3[fluorescence artefact?], -9, -8, 2, 2
Cc1ccc(-c2nnc(SCC(=O)O)n2N)cc1 reads -12, 1, 1, -1, -5, 5, 2, 19, 12
CCOC(=O)c1c(NC(=O)CC2SC(N)=NC2=O)sc2c1CCCC2 (stereo not drawn) reads 9, 0, 1, -4, 17, -3, 5, 2, 2

(further entries)
KLK5 inh,Runt-SMMHC FRET,Wee1 degr inh,Runt-CBFb FRET,14-3-3 Bad PPI,FXIa inh,Thrombin inh,FXIIa inh 1536,Hck-Nef inh,canonical_smiles
-16,0,-1,3,-21[fluorescence artefact?],-4,-13,5,0,CCC1=Nc2cc(C(=O)NCc3ccco3)ccc2Sc2ccccc21
-12,-3,0,0,-4,6,-1,11,16,CCOC(=O)c1ccc(NC(=O)CNS(=O)(=O)c2ccccc2)cc1
0,-9,-2,0,14,-1,-4,3,20,CCc1ccn2cc(-c3ccc4c(c3)OCO4)nc2c1
-5,-2,-2,-2,4,-10,-8,-1,1,CCOc1ccc(N(CC(=O)N2CCN(c3ccccc3)CC2)S(=O)(=O)c2c(C)noc2C)cc1
-3,-6,6,0,10,2,-4,7,0,N#Cc1ccc(S(=O)(=O)N2CCN(c3ncccn3)CC2)cc1
-3,0,0,-5,12,1,1,15,-1,O=C(COc1ccc(C(=O)c2ccccc2)cc1)NCC(=O)Nc1ccccc1Br
8,-2,-2,-3,-9,3,-10,10,21,CCOc1ccc(-n2c(=O)c3sccc3n(CC(=O)NCCc3ccc(OC)c(OC)c3)c2=O)cc1
-2,-1,-4,1,7,-5,-1,6,10,COCCSc1nnc(NC(=O)Cc2ccc(OC)c(OC)c2)s1
53*,-4,7,3,-10,6,18,17,-2,CC(C)C1Cc2c(C#N)c(N)n(C)c(=S)c2CO1 (stereo not drawn)
-17,0,0,-6,-9,7,4,15,1,CCOC(=O)Cn1nc(/C=C/c2ccc(C(C)C)cc2)ccc1=O
-13,0,-2,-3,-13,-6,4,-1,6,O=C(Cn1nnc(-c2ccncc2)n1)N(C1CCCCC1)C1CCCCC1
-10,-5,-2,-3,3,-5,-4,3,-9,CC1CCN(C(c2nnnn2CCc2ccccc2)C(C)C)CC1 (stereo not drawn)
-5,31,2,31,-8,-12,-19,-7,3,O=C1C(Cl)=C(N2CCOCC2)C(=O)N1c1ccccc1Cl
-5,1,-1,-1,2,-10,-12,-5,-6,CCOc1ccc(Br)cc1S(=O)(=O)Nc1cccc(S(=O)(=O)N(C)c2ccccc2)c1
-9,-6,3,-1,6,3,-1,6,3,CCN(CC)c1ccc(/C=N/N2C(=O)c3ccccc3C2=O)c(O)c1
-5,1,-1,3,6,-4,3,7,2,CCn1c(SCC(=O)N/N=C/c2ccc(C)o2)nnc1-c1ccc(C)cc1
-3,2,-3,0,-4[fluorescence artefact?],0,-1,4,1,CCOC(=O)/C(C#N)=C1/SC(CC)C(=O)N1c1ccc(Br)cc1 (stereo not drawn)
-2,3,0,0,-2[fluorescence artefact?],9,-15,9,1,CCCC(=O)Nc1sc(C)c(-c2ccc(OC)cc2)c1C#N
-1,-3,-2,4,-4,2,-4,5,10,NNC(=S)Nc1cccc(Cl)c1
2,/,2,/,-9,-1,-5,9,20,COc1ccc(OC)c(Cc2nnc(CCC(=O)NC3C4CC5CC(C4)CC3C5)o2)c1 (stereo not drawn)
1,4,-2,1,-4[fluorescence artefact?],-1,1,15,1,Cc1ccnc(N/C=C(/NC(=O)c2ccccc2)C(=O)N/N=C\c2ccc(F)cc2)n1
-5,-5,0,4,-7,0,-4,8,94*,S=C(NCc1ccco1)Nc1ccccc1Cl
-2,-1,0,2,2,-5,-6,-1,2,Cc1ccc(C)n1-n1c(C)nc2sc3c(c2c1=O)CCCCC3
/,3,0,1,-11,-2,-7,2,13,CN(Cc1ccon1)C(=O)CCc1nnc(CCCCc2ccccc2)o1
-19,-1,-1,-1,-7[fluorescence artefact?],-3,-1,-1,2,O=C(Nc1nc(-c2ccc3c(c2)OCO3)cs1)c1ccncc1
6,2,-3,0,-6,13,3,19,8,Cc1ccc(C(=O)NC(C(=O)Nc2cccc(S(N)(=O)=O)c2)C(C)C)cc1 (stereo not drawn)
-19,-1,-2,1,-2,-4,3,0,17,S=C(Nc1cccnc1)Nc1ccccc1Br
-14,-2,0,-2,/,-12,-2,-8,0,COc1ccc(N2CCN(C(CNC(=O)C3CCCCC3)c3cccnc3)CC2)cc1 (stereo not drawn)
-4,1,2,-3,11,1,-8,12,1,Cc1onc(-c2ccccc2)c1C(=O)Nc1cc(C(F)(F)F)ccc1N1CCOCC1
0,6,2,-1,12[fluorescence artefact?],8,-1,11,-1,O=C(CNC(=O)c1ccccc1)NC1(C(=O)NC2CCCC2)CCCCC1
-13,24,-3,47,-5,4,-13,12,0,COc1ccc2c(c1)-c1nc(/N=C/c3ccccc3O)sc1CC2
0,0,-2,-3,-4,10,-7,14,2,COC(=O)C1=C(NC(=O)C2CCCCC2)CCS1
/,3,4,-2,-9,0,0,10,4,COc1ccc(-c2[nH]ncc2CN2CCN(C3CCCCC3)C(=O)C2)cc1F
-10,0,3,1,11[fluorescence artefact?],21,0,24,2,COCCn1c(CN2CC(C)CC(C)C2)nc2c1c(=O)n(C)c(=O)n2C (stereo not drawn)
-1,0,3,-1,-4,-4,-4,3,16,COc1ccccc1CNc1ccc([N+](=O)[O-])cc1C
-12,-5,-1,-1,-7[fluorescence artefact?],-1,5,7,0,COc1ccc(S(=O)(=O)N2CCc3ccccc32)cc1C(=O)OCc1nnc(-c2ccccc2)o1
-12,-4,-3,-1,-2,9,-7,8,7,Cc1cc(C)nc(SCc2cc(=O)c(OC(=O)c3ccc(S(=O)(=O)N4CCCC4)cc3)co2)n1
4,2,0,0,-2,2,-2,15,-1,CCCc1nnc(NC(=O)CCC(=O)N2CCCCC2CC)s1 (stereo not drawn)
-8,-12,-2,4,-7,5,3,11,0,COc1cccc(NC(=O)Nc2cccs2)c1
-14,4,1,-1,-2,2,2,20,0,CC(=O)Nc1ccc(C#Cc2ccc(NC(C)=O)cc2)cc1
-2,-3,-3,-1,-9,0,-1,6,2,Cc1cccc(C(=O)N(NC(=O)Oc2ccccc2)C(C)(C)C)c1
3,2,3,-2,14,1,43*,9,25,O=C(c1ccc(N2CCCCC2)c([N+](=O)[O-])c1)N(c1ccccn1)c1ccccn1
-10,-1,-1,0,-4,0,-2,3,3,CCOc1ccc(CC(=O)N2N=C(C)CC2(O)C(F)(F)F)cc1 (stereo not drawn)
-10,1,1,-2,2[fluorescence artefact?],4,-4,3,1,O=C(CSc1nc2ccccc2c(=O)n1-c1ccccc1)N1CCc2ccccc2C1
-17,148,4,-1,54[fluorescence artefact?],-13,-1,9,2,Cc1ccc(C(c2nnnn2Cc2cccs2)N2CCN(C(=O)c3ccco3)CC2)cc1 (stereo not drawn)
8,2,2,0,4[fluorescence artefact?],1,-5,10,-4,COC(=O)c1[nH]c2ccc(C)cc2c1NC(=O)CN1CCC(C)CC1
-9,13,5,0,-2,5,3,14,-2,Fc1ccccc1CNc1ccc(Cl)c(Cl)c1
11,1,-2,-1,-16[fluorescence artefact?],-5,-3,13,0,Cc1cc(/C=N/NC(=O)c2cccc([N+](=O)[O-])c2)c(C)n1-c1ccc(Cl)cc1Cl
-6,-7,0,1,-2,-9,-8,5,1,COc1ccc(CNC(=O)C2CCCN(S(=O)(=O)c3cnc[nH]3)C2)cc1 (stereo not drawn)
-1,2,-2,-1,-9,1,-4,7,14,COC(=O)N(NC(=O)C(O)(C(C)C)C(C)C)c1ccccc1

(next part)
KLK5 inh,Runt-SMMHC FRET,Wee1 degr inh,Runt-CBFb FRET,14-3-3 Bad PPI,FXIa inh,Thrombin inh,FXIIa inh 1536,Hck-Nef inh,canonical_smiles
-6,-6,1,-10,2,-2,-2,4,19,COc1cc(NC(=O)CCC(=O)OCCCC(F)(F)C(F)(F)F)nc(OC)n1
5,-5,0,-3,-7,2,2,10,3,Cc1ccc(CSC2=NCCN2S(=O)(=O)c2ccccc2)cc1
-54,2,-3,8,-3,-2,-17,0,3,O=C(Cc1ccc(S(=O)(=O)N2CCCC2)s1)Nc1nc2c(s1)CCCC2
-4,2,-3,-1,-3,-3,1,5,6,Cc1cc(C2CC(=O)Nc3ccccc3S2)c(C)s1 (stereo not drawn)
-11,0,5,/,-11[fluorescence artefact?],-3,2,16,0,CCN1C(=O)C(O)(C2COC(C)(C)CC2=O)c2ccccc21 (stereo not drawn)
0&-5,-9&0,-1&-1,1&0,0&-2,0&8,-1&2,4&8,15&-2,NC(N)=N/N=C/c1c(Cl)cccc1Cl
-1,-13,-3,-4,22,8,-1,13,24,Cn1c(C(=O)N2CCN(c3ccc([N+](=O)[O-])cc3)CC2)cc2c(=O)[nH]c3ccccc3c21
3,3,0,0,4[fluorescence artefact?],4,3,1,10,Nn1c(SCC(=O)Nc2ccc3c(c2)OCCO3)nnc1-c1ccccn1
-4,3,-2,1,-7,1,3,6,-10,COc1ccc(NC(=O)CSc2nnc(-c3ccoc3C)n2CC2CCCO2)cc1 (stereo not drawn)
-5,-4,-1,0,3,-1,-2,7,-9,Cc1cc(-c2nc(C)c(C(=O)NNS(=O)(=O)c3ccc(Cl)cc3Cl)s2)no1
0,0,-1,-2,4,1,3,8,18,CCOC(=O)C1CCCN(C(=O)c2cc(S(=O)(=O)Nc3ccccc3OC)ccc2C)C1 (stereo not drawn)
